High-throughput results from PubChem.
FBW7 act – activators of human E3 ligase FBW7. Q969H0. AlphaScreen FBW7–phospho-cyclin E peptide binding, activator screen. normalized activity (activation), % at 26.1 µM. actives 0.13% (n = 650,000); in the data active means normalized activity above about 1.9%;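 further: purified mutant Fbw7 with reduced substrate affinity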
Target sequence (Q969H0 whole entry, looked up): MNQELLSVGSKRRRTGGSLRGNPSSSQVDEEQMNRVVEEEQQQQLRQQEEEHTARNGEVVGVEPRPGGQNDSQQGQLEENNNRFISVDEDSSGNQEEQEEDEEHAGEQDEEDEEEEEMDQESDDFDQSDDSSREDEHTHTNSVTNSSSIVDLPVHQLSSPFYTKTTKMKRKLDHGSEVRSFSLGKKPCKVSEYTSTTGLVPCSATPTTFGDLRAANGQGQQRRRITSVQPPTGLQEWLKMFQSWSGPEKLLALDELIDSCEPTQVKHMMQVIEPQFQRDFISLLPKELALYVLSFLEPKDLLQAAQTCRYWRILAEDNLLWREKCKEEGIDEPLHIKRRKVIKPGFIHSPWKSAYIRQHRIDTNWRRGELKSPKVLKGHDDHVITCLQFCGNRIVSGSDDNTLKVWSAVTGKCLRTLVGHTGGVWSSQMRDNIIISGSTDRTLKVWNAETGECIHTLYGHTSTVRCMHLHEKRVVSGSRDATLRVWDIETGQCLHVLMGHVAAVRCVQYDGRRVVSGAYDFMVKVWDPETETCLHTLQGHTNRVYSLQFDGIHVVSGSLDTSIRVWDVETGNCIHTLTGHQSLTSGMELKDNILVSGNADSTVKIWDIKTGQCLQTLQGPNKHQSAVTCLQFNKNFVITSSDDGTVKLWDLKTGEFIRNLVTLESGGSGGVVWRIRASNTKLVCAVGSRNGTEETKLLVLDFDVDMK
TEAD-YAP block – TEAD-YAP interaction inhibition; HEK-TIYL cells, TEAD-Gal4/YAP UAS-luciferase luminescence; inhibition, % at 9.12 µM; actives 1.4% (n = 640,000); AID 1259422; in the data active means inhibition above about 32%;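 further: 0% = median of test compound wells and 100% = reference inhibitor wells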
GPR151 ag – activators of human GPR151; Q8TDV0; PathHunter beta-arrestin GPR151 cells, luminescence; activation, % at 11.2 µM; actives 1% (n = 650,000); AID 1508602; in the data active means activation above about 4.9%;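 further: 0% = median of compound wells and 100% = cells with positive control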
Target sequence (Q8TDV0 whole entry, looked up): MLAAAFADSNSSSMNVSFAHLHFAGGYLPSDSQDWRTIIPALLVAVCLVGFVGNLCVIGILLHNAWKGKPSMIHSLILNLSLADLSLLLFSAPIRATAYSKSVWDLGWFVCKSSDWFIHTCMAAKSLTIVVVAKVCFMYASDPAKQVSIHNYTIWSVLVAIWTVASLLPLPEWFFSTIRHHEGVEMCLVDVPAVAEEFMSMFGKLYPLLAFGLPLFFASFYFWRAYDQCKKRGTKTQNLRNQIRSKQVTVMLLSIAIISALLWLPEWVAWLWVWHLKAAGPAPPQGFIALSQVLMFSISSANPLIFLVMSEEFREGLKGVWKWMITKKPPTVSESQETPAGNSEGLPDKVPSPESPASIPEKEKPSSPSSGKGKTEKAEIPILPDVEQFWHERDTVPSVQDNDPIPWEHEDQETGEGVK
MITF inh – human MITF inhibition, primary screen; AlphaScreen MITF homodimerization, bead proximity signal; AID 1259374; inhibition, % at 2.6 µM; actives 0.91% (n = 650,000); O75030; in the data active means inhibition above about 50%;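 further: 0% = vehicle wells with protein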
* marks the source's active call; other numbers are inactive results; & = joins results of further samples.

SMILES | FBW7 act | TEAD-YAP block | GPR151 ag | MITF inh
COC(=O)c1ccccc1NC(=O)c1sc2ncn(CC(=O)Nc3ccc(C(C)C)cc3)c(=O)c2c1C | -0.2 | -1 | -1.4 | 1
COc1ccc(CN2CCN(Cc3cccs3)C(CCO)C2)cc1 (stereo not drawn) | -0.1 | -8 | 3.3 | 7
CC(C)n1cnc2c(NCCOc3ccccc3)nc(Nc3ncccn3)nc21 | -0.1 | 4 | 0.8 | -12
Cc1nc(CCNC(=O)Cn2nnnc2CN2C[C@@H](C)O[C@@H](C)C2)sc1C | -0.1 | 2 | -0.3 | 2
O=C(CC(=O)NC1CCCCC1)N/N=C/c1ccccc1Cl | -0.1 | 0 | 0.0 | 1
Cc1cccc(-n2nc3c(c2NC(=O)COc2ccc(Cl)cc2)CS(=O)C3)c1C (stereo not drawn) | 0.0 | 4 | 0.2 | 3
CC(=O)O[C@H]1CC[C@@]2(C)C(CC[C@]3(C)C2CC=C2C4CC(C)(C)CC[C@]4(C)CC[C@]23C)C1(C)C (stereo partly drawn) | -0.1 | 6 | 0.3 | -2
CCOc1ccc(C2C(C#N)=C(SCc3ccccc3)NC(=O)[C@H]2C(=O)OC)cc1 (stereo partly drawn) | -0.1 | 15 | 0.5 | 7
CC1(C)C2CCC1(C)C(NC(=O)/C=C/c1ccccc1)C2 (stereo not drawn) | 0.0 | -17 | 1.8 | 5
O=C(NCc1nc2ccccc2n1Cc1ccc(F)cc1)c1ccco1 | -0.3 | -1 | 0.7 | 4
O=S(=O)(c1ccc(NC2CCCCC2)cc1)N1CCOCC1 | -0.1 | 3 | -0.8 | -8
O=C(Cn1c(=O)c(C(F)(F)F)nc2ccccc21)N1CCOCC1 | 0.8 | 0 | -0.9 | 8
CCOC(=O)N1CCN(S(=O)(=O)c2ccc(C(=O)Nc3ccc4sc(C)nc4c3)cc2)CC1 | 0.6 | 6 | 1.7 | 14
COc1ccc(-c2csc(NC(=O)c3ccccc3Oc3ccccc3)n2)cc1OC | 0.4 | 2 | 0.3 | 8
N#CC1=C(N)Oc2n[nH]c(-c3cccs3)c2C1c1cccc(F)c1 (stereo not drawn) | 0.1 | -1 | -1.5 | 9
CN1CCN(CCNC(=O)Cn2nc(Cc3ccncc3)c3ccccc3c2=O)CC1 | 0.2 | -4 | 0.1 | 1
CCOC(=O)N1CCC(NC(=O)c2ccc(N3CCN(c4ccccn4)CC3)c([N+](=O)[O-])c2)CC1 | 0.1 | 18 | -0.1 | 10
O=C(O)c1ccc(N2C(=O)C3C4c5ccccc5C(c5ccccc54)C3C2=O)cc1 (stereo not drawn) | -0.2 | 1 | 2.0 | 2
CN(Cc1ccc(C(F)(F)F)cc1)C(=O)CC1(c2ccccc2F)CC(=O)N(C)C1=O (stereo not drawn) | 0.0 | 5 | -1.1 | 5
CSc1nnc(CSc2ncccn2)n1C | -0.1 | -6 | 1.9 | 0
CC(C)(C)OC(=O)C1C(=O)CC(C)(O)C(C(=O)OC(C)(C)C)C1c1ccc(Br)cc1 (stereo not drawn) | 0.3 | -3 | -1.1 | 13
CCCCCSc1nnc2c(n1)OC(c1ccc(C)o1)Nc1ccccc1-2 (stereo not drawn) | -0.1 | -2 | -0.3 | 3
COc1ccccc1C(=O)CSc1nnc(-c2cccs2)o1 | -0.1 | -29 | -0.1 | -11
Oc1ccccc1/C=N\Nc1nc2ccccc2o1 | -0.2 | 52* | -2.7 | 22
C=C(C)CN1C(=O)NC(CC)(C2CCN(Cc3cn(C)nc3C)CC2)C1=O (stereo not drawn) | 0.2 | 21 | -1.0 | -1

(more compounds)
SMILES | FBW7 act | TEAD-YAP block | GPR151 ag | MITF inh
COC(=O)COc1cc(Br)c(/C=C2/NC(=O)NC2=O)cc1OC | 0.0 | 0 | 1.9 | 2
Cc1ccc(N2CCN(CC(O)COC3CCCCC3)CC2)cc1 (stereo not drawn) | 0.0 | 2 | -0.3 | 2
N#Cc1c(C(F)(F)F)cc(-c2ccccc2)nc1SC1CC(=O)N(c2ccc(Br)cc2)C1=O (stereo not drawn) | -0.1 | 3 | -0.6 | -1
CCc1ccc2c(c1)c1nnc(SCC(=O)Nc3cccc(NC(C)=O)c3)nc1n2C | 0.1 | -7 | -0.5 | 4
CC(=O)NCCc1nc2cc(NC(=O)c3ccco3)ccc2n1C | -0.1 | -25 | 0.9 | -1
S=C1Nc2ccccc2C2CC=NN12 (stereo not drawn) | -0.1 | 4 | 5.7* | 5
COC(=O)CSc1nnc2c(C)cc3cc(OC)c(OC)cc3n12 | 0.0 | -6 | -1.3 | 12
N#CC1=C(N)OC2=C(C(=O)CCC2)C1c1cccc(I)c1 (stereo not drawn) | 0.1 | 1 | 0.4 | 2
Cc1nnc(NC(=O)CSc2nnc(Cc3cccn3C)n2C)s1 | -0.1 | -1 | -1.7 | 9
Cc1cnc(=O)[nH]c1SCc1c(F)cccc1Cl | -0.1 | 5 | 1.4 | -9
Cc1ccc(C(=O)/C=C/Nc2cccc(O)c2)cc1 | -0.2&-0.1 | 92* | -0.2&-4.3 | -2&5
O=C(Nc1ccc(Oc2ccccc2)cc1)c1cc(N2CCOCC2)nc2ccccc12 | 0.0 | -16 | -0.8 | 11
Cc1onc(-c2ccccc2)c1C(=O)Nc1ccccc1Br | -0.1 | -9 | -0.6 | -2
Cc1nc2c(o1)NC(N)=C(C#N)C21CCOC1C (stereo not drawn) | 0.3 | 0 | -0.4 | 5
FC(F)(F)c1cccc(CNc2ncnc3nc(Nc4ccncn4)[nH]c23)c1 | 0.4 | -8 | -2.5 | 11
Cc1cccc(NC(=O)C2CSCN2C(=O)OCc2ccccc2)c1 (stereo not drawn) | -0.1 | 7 | 1.4 | -3
Cc1ccc(S(=O)(=O)N(CC(=O)N2CCN(Cc3ccccc3)CC2)c2ccc(Cl)c(C(F)(F)F)c2)cc1 | -0.1 | 6 | 0.0 | -50
Cc1sc(NC(=O)c2ccc(Br)cc2)nc1-c1ccc(-c2ccccc2)cc1 | -0.1 | -11 | 0.2 | 0
CCn1c(SCC(=O)N2CCc3ccccc32)nc2cccnc21 | -0.1 | 2 | -1.5 | 1
COc1ccc(CCCC(=O)N/N=C/c2cccc(O)c2O)cc1C | -0.2 | -13 | 0.3 | -4
CC(=O)Oc1cc2c(C(=O)OC(C)C)c(C)oc2cc1Br | -0.1 | -5 | 1.4 | 4
O=C(O)CC(NC(=O)c1ccccc1F)c1ccccc1 (stereo not drawn) | -0.1 | 3 | -0.5 | 3
O=C(Nc1ccccc1[N+](=O)[O-])c1cc(S(=O)(=O)N2CCCCC2)cs1 | 0.0 | -2 | -0.1 | -7
CC(=O)Cc1ccccc1C(=O)Oc1cccc(Br)c1 | 0.2 | 6 | -0.3 | 13
O=C(NCCCNc1ccc(Cl)cc1[N+](=O)[O-])c1ccccc1Cl | -0.3 | -7 | -0.6 | 2

Reprinted from the entries so far for reference:
SMILES | FBW7 act | TEAD-YAP block | GPR151 ag | MITF inh
Cc1nc2c(o1)NC(N)=C(C#N)C21CCOC1C (stereo not drawn) | 0.3 | 0 | -0.4 | 5
FC(F)(F)c1cccc(CNc2ncnc3nc(Nc4ccncn4)[nH]c23)c1 | 0.4 | -8 | -2.5 | 11
Cc1cccc(NC(=O)C2CSCN2C(=O)OCc2ccccc2)c1 (stereo not drawn) | -0.1 | 7 | 1.4 | -3
Cc1ccc(S(=O)(=O)N(CC(=O)N2CCN(Cc3ccccc3)CC2)c2ccc(Cl)c(C(F)(F)F)c2)cc1 | -0.1 | 6 | 0.0 | -50
Cc1sc(NC(=O)c2ccc(Br)cc2)nc1-c1ccc(-c2ccccc2)cc1 | -0.1 | -11 | 0.2 | 0
CCn1c(SCC(=O)N2CCc3ccccc32)nc2cccnc21 | -0.1 | 2 | -1.5 | 1
COc1ccc(CCCC(=O)N/N=C/c2cccc(O)c2O)cc1C | -0.2 | -13 | 0.3 | -4
CC(=O)Oc1cc2c(C(=O)OC(C)C)c(C)oc2cc1Br | -0.1 | -5 | 1.4 | 4
O=C(O)CC(NC(=O)c1ccccc1F)c1ccccc1 (stereo not drawn) | -0.1 | 3 | -0.5 | 3
O=C(Nc1ccccc1[N+](=O)[O-])c1cc(S(=O)(=O)N2CCCCC2)cs1 | 0.0 | -2 | -0.1 | -7
CC(=O)Cc1ccccc1C(=O)Oc1cccc(Br)c1 | 0.2 | 6 | -0.3 | 13
O=C(NCCCNc1ccc(Cl)cc1[N+](=O)[O-])c1ccccc1Cl | -0.3 | -7 | -0.6 | 2

More records:
SMILES | FBW7 act | TEAD-YAP block | GPR151 ag | MITF inh
C=CCNC(=O)C(=O)Nc1ccccc1C | 0.1 | -7 | -2.3 | 16
Cc1ccc(NC(=O)/C(=C\c2ccco2)NC(=O)c2ccc(Cl)cc2Cl)cc1 | -0.1 | -6 | 1.0 | -5
COCCOC(=O)c1ccc(NC(=O)c2ccc([N+](=O)[O-])cc2Cl)cc1 | -0.2 | 2 | 0.7 | -3
C=CCNC(=S)Nc1ccn(Cc2ccccc2C)n1 | 0.8 | 11 | 3.5 | 20
COc1cc2c(cc1OC)C(COc1ccccc1OC)N(C(=O)COc1ccc(Cl)cc1Cl)CC2 (stereo not drawn) | 0.3 | 3 | 0.6 | -1
COc1ccc(C2C(C(=O)c3cccs3)=C(O)C(=O)N2CCCn2ccnc2)c(OC)c1 (stereo not drawn) | 0.2 | -5 | 2.8 | 0
COc1cc(C(=O)Nc2cccnc2)ccc1OCc1ccccc1Cl | 0.0 | -2 | 0.5 | 74*
COc1cc(/C=N/NC(=O)C2CC(=O)N(c3ccc(Cl)cc3)C2)cc(OC)c1OC (stereo not drawn) | 0.1 | 6 | -1.9 | 4
O=C1COc2nc3ccccc3cc2CN1CC1CC1 | 0.1 | 3 | -0.1 | 8
COc1ccc(CN2CCC(N3CCCC3)CC2)cc1 | 0.4 | -2 | -0.4 | 52*
Cc1nc2ccccn2c1C(=O)NCc1ccc(Oc2ccccc2)cc1 | 0.7 | 62* | -1.0 | 26
O=C1NC(=O)C(Cc2ccccc2)(C2CCN(Cc3coc4ccccc4c3=O)CC2)N1 (stereo not drawn) | 0.3 | -12 | 1.7 | 1
COc1ccccc1C1(NC(=O)CCn2nccc2C)CCCC1 | 0.3 | 10 | 0.6 | 4
O=C(CSc1nc2cc(C(=O)NCc3cccc(Cl)c3)ccc2c(=O)n1C1CCCCC1)NC1CCCC1 | 0.1 | 4 | -0.1 | -5
Cc1cc(C(=O)N2CC(C)CC(C)C2)c(C)o1 (stereo not drawn) | -0.1 | -13 | -1.8 | -2
O=C1OC(c2ccc(-c3ccccc3)cc2)=N/C1=C\c1coc2ccccc2c1=O | -0.1 | 8 | -0.2 | -8
CCCOC(=O)c1ccc(NC(=O)CCC(=O)OCC(=O)c2ccc(Cl)c([N+](=O)[O-])c2)cc1 | 0.3 | -3 | 0.0 | 13
CCc1ccccc1NC(=O)N1CCCC1C(=O)NC(C)(C)C (stereo not drawn) | -0.1 | 0 | -0.9 | -4
COc1cc(CN=Cc2c(O)n(-c3ccccc3Cl)c(=O)[nH]c2=O)cc(OC)c1 | 0.1 | -3 | 0.1 | 12
CN(C)C(=O)N1CCCC(C(=O)NCc2ccccc2Cl)C1 (stereo not drawn) | -0.1 | -2 | -0.7 | -8
O=C(NC1CCCc2ccccc21)c1ccc(-n2ccnc2)c([N+](=O)[O-])c1 (stereo not drawn) | -0.2 | -1 | 3.5 | -17
Cc1ccc(S(=O)(=O)N2CCc3cc(NC(=O)c4ccc(Br)cc4)ccc32)cc1 | 0.1 | -6 | -1.0 | 11
Cc1nc2c(C(=O)NCc3cccs3)cnn2c(C)c1Cc1ccc(F)cc1 | -0.2 | 2 | -1.2 | 7
O=C(Cn1cc(NC(=O)c2ccc3c(c2)OCO3)cn1)NC1CCCc2ccccc21 (stereo not drawn) | -0.1 | -4 | 3.6 | -4
Cc1ccc(NS(=O)(=O)c2cc([N+](=O)[O-])ccc2NNC(=O)NCCCl)c(C)c1 | -0.1 | 0 | 2.1 | 6

Continued.
SMILES | FBW7 act | TEAD-YAP block | GPR151 ag | MITF inh
Cc1cccn2c(=O)c3cc(C#N)c(=O)n(-c4cccc5ccccc45)c3nc12 | 0.2 | 1 | 0.1 | 9
COc1ccc(C2=N/C(=C\c3cc(Br)c(OC(C)=O)c(OC)c3)C(=O)O2)c(Br)c1 | 0.1 | 9 | -1.0 | 3
COC(=O)C1=C(C)NC(C)=C(C(=O)OC)C1c1ccc(I)cc1 | 0.2 | 7 | 0.1 | 5
CCC(C(=O)Nc1onc2c1CSC2)c1ccccc1 (stereo not drawn) | 0.0 | 17 | 0.2 | 4
CCC(C)(C)NC(=O)c1cccc(C)c1[N+](=O)[O-] | 0.7 | -2 | -0.4 | -5
CCOc1ccc2ccccc2c1C(=O)NCCc1cc2cc(C)c(C)cc2[nH]c1=O | 0.0 | 6 | -0.1 | -6
COC(=O)c1ccc2nc(NC(=O)c3ccccc3N)sc2c1 | 0.6 | -64 | -0.8 | -3
COc1cccc(C2NC(=O)C(O)=C2C(=O)c2cccs2)c1 (stereo not drawn) | 0.3 | -28 | 0.3 | 21
CC(=O)c1c(C)n(-c2ccc(N(C)C)cc2)c2ccc(OCC(N)=O)cc12 | 1.3 | 15 | 2.0 | -4
CC(Nc1ccc(-c2ccc(O)cc2)cn1)c1ccc(F)cc1 (stereo not drawn) | 0.1 | -35 | -1.1 | 4
c1ccc2c(c1)nc1n2CN(Cc2ccc3c(c2)OCO3)CN1 | 0.6 | -14 | -0.7 | 1
Cc1ccc(/C(O)=C2/C(=O)C(=O)N(CC3CCCO3)C2c2ccc([N+](=O)[O-])cc2)cc1 (stereo not drawn) | 0.3 | -3 | 0.9 | 2
O=C(NC1CC1)c1ccc(Cl)c(S(=O)(=O)N2CCOCC2)c1 | 0.4 | 5 | 0.4 | -1
